# H9c2 protect – myocardial damage modulation in H9c2 cells; H9c2 cardiomyocytes, H2O2 injury protection, ATPLite, 2 h; protection from H2O2 cell death, % at 20 µM; hit rate 0.63% among 360,000; AID 588492;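 active = compounds giving at least 50% protection of heart cells from peroxide-induced death in the single-dose screen, raw or plate-pattern-corrected value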;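 also: 0% = DMSO wells with peroxide and 100% = DMSO wells without peroxide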
# MC4R ag barr – activates human MC4R beta-arrestin recruitment. activation, % at 8.9 µM. P32245. U2OS MC4R beta-arrestin complementation, luminescence; percent of melanotan II response, DMSO zero. hit rate 0.98% among 360,000. AID 540308;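 active = activation above a per-plate cutoff, the mean activation of sample wells on that plate plus 3 SD, cut at about 8% in these data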
# CaV13 FRET inh – Disruptors of the CACNA1D IQ motif to Ca2+-dependent inactivation inhibitor domain association, primary screening, Förster resonance energy transfer in intact living …. inhibition, % at 12.3 µM. HEK cells, CFP/YFP FRET ICDI-IQ, plate reader, 10 min; percent FRET-ratio fall versus neutral wells. hit rate 0.098% among 340,000. AID 743397;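 active = mean replicate inhibition of at least 30% and at least 1% of replicates passing that level; inconclusive = only one of the two criteria is met; inactive = neither criterion is met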;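 also: 0% = median of the neutral control wells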
# MC4R antag cAMP – human MC4R antagonism in cAMP assay. P32245. MC4R-expressing cells, MTII-stimulated cAMP, LANCE TR-FRET. inhibition, % at 6.5 µM. hit rate 0.48% among 360,000. AID 540295;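 active = inhibition above its plate's cutoff, the mean of tested wells on that plate plus 3 SD, cut at about 29% in these data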;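 also: 0% = Melanotan II alone and 100% = Melanotan II plus saturating MCL0020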
#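 System: U2OS-MC4R stable cell line; Technique: Eu-cAMP/anti-cAMP TR-FRET, emission 671 nm; Repeats: single well per compound; Also added: Melanotan II; Dosing: one concentration, 6.5 µM nominal; Schedule: 30-min compound, 1-h challenge, 1-h detection, room temperature.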
# PDI turbidity – inhibitors of human protein disulfide isomerase | P07237 | PDI insulin aggregation turbidity, A650, 90 min | inhibition, % at 10 µM | hit rate 0.052% among 350,000 | AID 588391;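 active = mean inhibition across replicates of 30% or more, whatever share of single replicates reach that level; inconclusive = mean inhibition below 30% while every single replicate reaches 30%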;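 also: absorbance from insulin aggregation driven by PDI reduction with DTT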
# ABHD5-PLIN5 inh – ABHD5-PLIN5 protein interaction inhibition. Q00G26+Q8WTS1. Split G. princeps luciferase complementation, luminescence, 4 h. inhibition, % at 4 µM. hit rate 0.78% among 360,000. AID 602281;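 active = inhibition above the mean inhibition across every tested compound plus 3 SD, cut at about 22% in these data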;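 also: 0% = DMSO only wells and the 100% control is not disclosed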
# ABCB6 inh MLPCN – blocks the human ABCB6 transporter; Q9NP58; K562-ABCB6 porphyrin accumulation, flow cytometry, 1 h; stronger effect = lower value; fluorescence ratio to DMSO, % at 10 µM; hit rate 0.19% among 360,000;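 active = fluorescence ratio to DMSO below 75%, the collection mean minus 3 SD; inconclusive = too few cells collected in the well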;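 also: signal is porphyrin accumulated inside mitochondria; 100% equals median channel fluorescence of DMSO control wells; lower ratio means ABCB6 inhibition with less porphyrin fluorescence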
# Target sequence (Q9NP58 whole entry, looked up): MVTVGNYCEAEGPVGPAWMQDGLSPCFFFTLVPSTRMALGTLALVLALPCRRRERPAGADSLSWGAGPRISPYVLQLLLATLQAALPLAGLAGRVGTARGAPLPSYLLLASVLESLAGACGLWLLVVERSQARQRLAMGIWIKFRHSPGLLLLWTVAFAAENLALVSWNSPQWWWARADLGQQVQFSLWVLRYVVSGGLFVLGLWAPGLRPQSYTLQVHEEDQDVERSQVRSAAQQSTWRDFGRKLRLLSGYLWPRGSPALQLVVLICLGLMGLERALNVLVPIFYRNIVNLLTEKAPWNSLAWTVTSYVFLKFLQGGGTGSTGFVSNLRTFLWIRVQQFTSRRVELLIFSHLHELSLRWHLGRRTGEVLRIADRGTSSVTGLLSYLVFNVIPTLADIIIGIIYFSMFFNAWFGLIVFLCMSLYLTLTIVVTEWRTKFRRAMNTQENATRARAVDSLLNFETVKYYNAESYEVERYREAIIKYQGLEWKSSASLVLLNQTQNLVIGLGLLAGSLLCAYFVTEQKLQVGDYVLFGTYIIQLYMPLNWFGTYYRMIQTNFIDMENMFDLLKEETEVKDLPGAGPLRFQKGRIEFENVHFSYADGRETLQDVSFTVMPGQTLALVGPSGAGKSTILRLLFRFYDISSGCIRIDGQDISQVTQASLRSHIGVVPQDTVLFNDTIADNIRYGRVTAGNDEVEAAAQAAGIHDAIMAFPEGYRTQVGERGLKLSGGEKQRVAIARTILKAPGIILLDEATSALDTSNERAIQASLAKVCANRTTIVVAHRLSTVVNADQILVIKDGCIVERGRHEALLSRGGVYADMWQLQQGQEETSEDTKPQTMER
# Glyco luc inh – N-linked glycosylation inhibition; hit rate 0.23% among 360,000; D54 ERlucT glycosylation luciferase reporter, 24 h; percent of 100 nM tunicamycin response; reporter increase, % at 12.5 µM;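 active = mean luciferase reporter signal, scaled so untreated is 0 and the glycosylation-blocking control 100, at or above a set limit in every replicate; inconclusive = mean reaches the limit but not every replicate does; inactive = mean below the limit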;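 also: luciferase carries N-glycosylation sites so blocking glycosylation raises the light; 0% = median of neutral control wells and 100% = median of 100 nM tunicamycin wells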
# m5-HT2A agonist – mouse HTR2A agonism via beta-arrestin recruitment | AID 624169 | CHO-K1 mHTR2A beta-arrestin complementation, luminescence; percent of 30 µM serotonin response | activation, % at 7.6 µM | hit rate 0.66% among 360,000;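 active = activation above a run cutoff, the mean activation of all tested compounds plus 3 SD, cut at about 14% in these data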;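 also: 0% = plate median of compound wells and 100% = 30 µM serotonin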
# Granule exo inh – lytic granule exocytosis inhibition | AID 651702 | inhibition, % at 10 µM | TALL-104 LAMP-1 surface exposure, flow cytometry; cells stimulated with thapsigargin and PMA | hit rate 0.66% among 360,000;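 active = inhibition above about 55%, limit read from the data; inconclusive = no clear call, values can overlap the other calls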
# Active calls of the source: *; ? = inconclusive; · = no result given. An unsorted share of the library; 4.2% or so of the library scored in one or more.
no.	canonical_smiles	H9c2 protect	MC4R ag barr	CaV13 FRET inh	MC4R antag cAMP	PDI turbidity	ABHD5-PLIN5 inh	ABCB6 inh MLPCN	Glyco luc inh	m5-HT2A agonist	Granule exo inh
1	CC(=O)Nc1cccc(NC(=O)c2ccc(C)c([N+](=O)[O-])c2)c1	-10	-0.9	9	4	-5	4	97	2	4	0
2	CCOC(=O)c1c(C)[nH]c(C(=O)CN2C(=O)C(=O)N(CC(C)C)C2=O)c1C	1	0.1	-6	-4	3	-1	98	0	5	1
3	O=C(CCc1nnc(CCCc2ccccc2)o1)NCCc1ccco1	2	-3.2	-5	-6	-9	4	102	1	4	7
4	CCOC(=O)c1[nH]c(C)c(C(=O)N2CCCC(Nc3ccc(C)c(C)c3)C2)c1C (centres undefined)	-1	-3.0	-5	8	2	-7	104	1	4	2
5	Cc1ccc(S(=O)(=O)N(Cc2cccc(Cl)c2)C(=O)N2CCN(C)CC2)cc1	6	-1.1	-5	2	0	4	91	0	1	1
6	NC(=O)N\N=C/C=C/C=C/c1ccc(F)cc1	0	3.4	-1	-13	-3	-11	98	1	-4	5
7	CC(C)C(=O)N=C1SC2CS(=O)(=O)CC2N1Cc1ccc(Cl)cc1 (centres undefined)	5	-0.5	8	7	-15	5	102	3	4	-17
8	O=C(N1CCN(c2ccc(F)cc2)CC1)C1(c2cccs2)CCOCC1	-4	-1.3	-2	0	-5	4	98	1	-3	3
9	CC(NC(=O)Nc1ccccn1)N1C(=O)C2C3C=CC(C3)C2C1=O (centres undefined)	1	-1.2	·	0	10	3	100	0	2	-3
10	CCCCNc1nc2c(c(=O)[nH]c(=O)n2C)n1CCCc1ccccc1	2	0.4	-5	2	0	-5	99	3	-1	-1
11	CC(C)n1nnnc1C1c2ccccc2C(=O)N1C1CC1 (centres undefined)	·	·	-8	·	·	2	98	·	6	6
12	CCn1ncc(/C=N\NC(=O)COc2ccccc2)c1C	0	1.6	-2	10	-5	3	105	3	6	-3
13	CNc1cc([N+](=O)[O-])ccc1OCc1ccccc1	-9	0.6	-22	4	-5	-3	96	1	0	-11
14	COc1ccc(Oc2c(Cl)cnn(-c3ccc(C)cc3)c2=O)cc1	-6	-3.1	·	59*	-13	0	87	3	0	-2
15	O=C(COC(=O)C12CC3CC(CC(O)(C3)C1)C2)NC(=O)NCc1ccco1	1	1.4	·	0	-18	8	93	0	0	4

# Remaining list, next part
no.	canonical_smiles	H9c2 protect	MC4R ag barr	CaV13 FRET inh	MC4R antag cAMP	PDI turbidity	ABHD5-PLIN5 inh	ABCB6 inh MLPCN	Glyco luc inh	m5-HT2A agonist	Granule exo inh
16	Cc1cc(=O)n(-c2ccc(C(=O)O)cc2)[nH]1	1	-1.0	0	12	4	-10	103	2	0	0
17	CCOC(=O)CNC(=O)N1CCCC(CNS(=O)(=O)Cc2ccccc2)C1 (centres undefined)	1	0.5	-1	-6	-2	5	101	-4	8	3
18	Cc1ccc2c(c1)cc1c(=O)n(CC(=O)N3CCCC3)nc(C)n12	7	0.9	·	9	5	-3	97	2	4	-4
19	O=C1Cc2ccccc2C(c2ccc(Cl)cc2)N1 (centres undefined)	-10	-1.5	-2	4	0	-2	92	5	-3	-2
20	O=C(COC(=O)c1ccc([N+](=O)[O-])cc1)NC1CCCC1	5	1.3	-18	7	-22	3	100	1	-2	0
21	Cc1cccc(CNc2ccc(S(=O)(=O)N3CCCCC3)cc2)c1	-11	-0.1	-15	8	0	-4	98	1	-16	3
22	CCCCN(C)C(=O)c1nc2ccccn2c1CN1CCN(C/C=C/c2ccccc2)CC1	3	-0.9	-15	35*	16	1	95	0	-8	-3
23	CCOC(=O)CC(NC(=O)c1ccco1)c1ccccc1Cl (centres undefined)	13	-1.0	·	2	1	-3	92	-2	0	-2
24	Cc1c(C(=O)NCc2ccc(Cl)c(Cl)c2)sc(=O)n1Cc1ccc(S(C)(=O)=O)cc1	-6	-1.3	?	16	-5	0	101	-4	7	1
25	CC(=O)N1CCN(C(=S)NC(=O)c2ccc(S(=O)(=O)N3CCOCC3)cc2)CC1	3	-2.5	-1	4	12	0	93	2	16*	0
26	O=C(CSc1ccc(F)cc1)NC1CCCCC1	0	-0.2	-2	10	3	-3	103	-1	-1	3
27	Cc1ccc(C(C)(C)C)cc1S(=O)(=O)Nc1nc2ccccc2nc1Cl	-7	0.4	-4	9	-14	3	96	1	-2	23
28	Cc1sc2nc(C3CC3)nc(NCCNS(=O)(=O)c3ccccc3)c2c1C	3	1.1	-9	1	-4	1	95	1	-3	3
29	C(=NN1CCCCCC1)c1cccc2ccccc12	-6	0.4	-6	1	2	-1	96	-4	-2	1
30	COc1ccc(C(=O)COC(=O)CN2C(=O)C3CC=CCC3C2=O)c(OC)c1 (centres undefined)	-5	-0.2	-5	-1	-1	-4	97	1	6	-4

# From no. 22 as far as 30, copied from above:
no.	canonical_smiles	H9c2 protect	MC4R ag barr	CaV13 FRET inh	MC4R antag cAMP	PDI turbidity	ABHD5-PLIN5 inh	ABCB6 inh MLPCN	Glyco luc inh	m5-HT2A agonist	Granule exo inh
22	CCCCN(C)C(=O)c1nc2ccccn2c1CN1CCN(C/C=C/c2ccccc2)CC1	3	-0.9	-15	35*	16	1	95	0	-8	-3
23	CCOC(=O)CC(NC(=O)c1ccco1)c1ccccc1Cl (centres undefined)	13	-1.0	·	2	1	-3	92	-2	0	-2
24	Cc1c(C(=O)NCc2ccc(Cl)c(Cl)c2)sc(=O)n1Cc1ccc(S(C)(=O)=O)cc1	-6	-1.3	?	16	-5	0	101	-4	7	1
25	CC(=O)N1CCN(C(=S)NC(=O)c2ccc(S(=O)(=O)N3CCOCC3)cc2)CC1	3	-2.5	-1	4	12	0	93	2	16*	0
26	O=C(CSc1ccc(F)cc1)NC1CCCCC1	0	-0.2	-2	10	3	-3	103	-1	-1	3
27	Cc1ccc(C(C)(C)C)cc1S(=O)(=O)Nc1nc2ccccc2nc1Cl	-7	0.4	-4	9	-14	3	96	1	-2	23
28	Cc1sc2nc(C3CC3)nc(NCCNS(=O)(=O)c3ccccc3)c2c1C	3	1.1	-9	1	-4	1	95	1	-3	3
29	C(=NN1CCCCCC1)c1cccc2ccccc12	-6	0.4	-6	1	2	-1	96	-4	-2	1
30	COc1ccc(C(=O)COC(=O)CN2C(=O)C3CC=CCC3C2=O)c(OC)c1 (centres undefined)	-5	-0.2	-5	-1	-1	-4	97	1	6	-4

# Following part:
no.	canonical_smiles	H9c2 protect	MC4R ag barr	CaV13 FRET inh	MC4R antag cAMP	PDI turbidity	ABHD5-PLIN5 inh	ABCB6 inh MLPCN	Glyco luc inh	m5-HT2A agonist	Granule exo inh
31	OC(CNCc1ccc(Cl)c(Cl)c1)c1ccccc1 (centres undefined)	-5	6.0	-2	8	7	4	100	-1	0	0
32	COc1ccc(OC)c(NC(=O)Cc2nn(C)c(=O)c3ccccc23)c1	-14	-0.4	·	2	-2	3	114	-2	0	-2
33	Cc1cccc(C)c1N1C(=O)[C@@H]2C(c3ccccc3Cl)=NO[C@@H]2C1=O	5	-0.1	-20	0	-6	-1	102	2	0	2
34	COc1ccc(C(=O)COC(=O)CN2CC(=O)Oc3ccccc32)cc1Br	30	-1.5	2	2	14	5	104	1	0	-1
35	O=C(Cn1ncc2ccccc21)N1CCc2ccccc21	4	-1.2	26	11	-3	4	108	-1	-1	-5
36	Cc1cccc2nc3c(nc12)-c1ccccc1C3=O	-5	-2.1	-18	4	3	-5	111	5	-2	1
37	CC(OC(=O)c1c(F)cccc1F)C(=O)NCCC1=CCCCC1 (centres undefined)	0	-0.6	-7	3	7	6	94	-1	2	-3
38	OC(c1ccc(F)c(F)c1)c1nc(-c2ccccc2)cs1 (centres undefined)	-10	1.3	-5	-5	2	-2	96	-1	1	1
39	O=C(NC(=S)Nc1ccc(CN2CCOCC2)cc1)c1ccc([N+](=O)[O-])cc1Cl	-3	-3.6	5	6	-21	-1	100	-2	-7	1
40	CSCC[C@H](NC(=O)C1CCN(C(=O)[C@@H](N)Cc2ccccc2)CC1)C(=O)O	-1	-0.9	-4	10	-5	6	103	3	6	2
41	O=c1[nH]c2ccc(S(=O)(=O)NCc3ccccn3)cc2s1	0	-2.0	-5	-4	1	-10	96	2	-2	0
42	O=CNC(=O)c1ccccc1C(=O)O	8	-2.3	0	4	6	-1	90	0	-4	1
43	CCOC(=O)c1c(C)[nH]c(NC(=O)NNC(=O)c2ccc(OC)cc2)c1C	-4	-0.4	-6	-3	-2	-4	99	3	-4	1
44	CC(=O)NCCCNc1ccc([N+](=O)[O-])cc1	-3	0.0	-5	8	-4	1	101	1	0	-3
45	CCOC(=O)C1CCCN(C2=NC(=O)/C(=C/c3ccc(N(C)C)cc3)S2)C1 (centres undefined)	-7	0.2	-71	5	-4	-3	101	2	-9	-4

# Following part:
no.	canonical_smiles	H9c2 protect	MC4R ag barr	CaV13 FRET inh	MC4R antag cAMP	PDI turbidity	ABHD5-PLIN5 inh	ABCB6 inh MLPCN	Glyco luc inh	m5-HT2A agonist	Granule exo inh
46	CN(c1ccccc1C(=O)N1CCN(Cc2ccc3c(c2)OCO3)CC1)S(C)(=O)=O	-1	-1.4	-5	2	5	1	95	1	-4	-1
47	CC(C)OCC(O)CN1CCC(Cc2ccccc2)CC1 (centres undefined)	-3	-2.1	-2	-3	-2	12	98	3	-10	5
48	CC(C)(C)SCCNC(=O)c1ccc(Cl)c(S(=O)(=O)N2CCOCC2)c1	2	-2.5	·	2	6	-4	110	-1	6	-2
49	O=C(CCc1nc2ccccc2c(=O)[nH]1)NCc1ccco1	76*	-2.9	-4	10	13	6	95	4	2	1
50	COc1cc(-c2noc(C)c2/C=C/c2cccc([N+](=O)[O-])c2)cc(OC)c1OC	21	-0.8	-6	-21	3	-3	92	11	5	5
51	Cc1ccc(NC(=O)C2CC(=O)NC(Nc3cccc(C)c3)=N2)cc1 (centres undefined)	3	-1.8	-3	-6	0	-3	100	1	-4	0
52	O=C(NCCN1CCCCCC1)c1ccc(CS(=O)(=O)c2ccc(Br)cc2)o1	5	0.2	·	-7	·	2	103	-3	-2	1
53	CCCCNc1c(-c2cccc(-c3ccc(OC)cc3)c2)nc2cc(C)ccn12	-22	-0.3	-7	34*	-7	-16	94	-11	-5	-3
54	CN1CCN(C(=O)c2sc(=S)n(-c3ccccc3)c2N)CC1	4	-0.3	-4	-3	13	4	94	-1	1	0
55	CNNC(=O)C(C)NC(=O)c1ccc(Br)cc1 (centres undefined)	-1	1.0	-6	10	10	4	99	3	-2	-1
56	Cc1ccc(NC(=O)O/N=C/c2cccc([N+](=O)[O-])c2)cc1	2	-5.0	-14	-2	-5	-1	103	1	-5	0
57	O=C(Cc1ccc(Cl)cc1)NCCS(=O)(=O)N1CCN(c2ccccc2)CC1	-10	-0.1	-5	9	4	7	102	0	1	-3
58	COc1ccc(CCNC(=O)COC(=O)/C=C/c2cccs2)cc1	8	1.9	-17	6	-1	3	98	-1	5	-1
